XIAP antagonists: small molecules displacing peptide from XIAP – biochemical, IAP family, fluorescence polarization (AID 1018); XIAP BIR domain, fluorescence polarization peptide displacement; higher % means a stronger effect; displacement, % at 20 µM; hits with a dose series show IC50 in µM; actives 0.007% (n = 200,000); in the data active = displacement above about 50%; note: a part of the inactive calls stands beside numbers as strong as those of hits
Lipid droplet: hepatic lipid droplet formation modulation; actives 0.4% (n = 240,000); AML12 mouse hepatocytes, oleate lipid droplets, BODIPY imaging; inhibition, % at 6.5 µM;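 active = lipid droplet intensity inhibited by at least 50%, with more than 500 cells counted; inconclusive = wells with under 300 cells, treated as cytotoxic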
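Technique: fluorescence imaging, 20x objective, two fields per well / Assay system: AML12 hepatocytes (mouse) / Measure: % inhibition of lipid droplet signal / Doses: 6.5 µM single-point dosing / Incubation: overnight exposure / Reagent: 100 µM oleic acid challenge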
M1AAP inhibition: P. falciparum M1AAP inhibitors, biochemical, fluorogenic H-Leu-NHMec substrate, 1536-well (AID 1445); recombinant M1AAP, H-Leu-NHMec fluorogenic kinetic assay; higher % means a stronger effect; inhibition, % at 30 µM; hits with a dose series show IC50 in µM; actives 0.42% (n = 220,000);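 active = primary inhibition above the hit cutoff, then over 50% inhibition at one or more dose response concentrations, cut at about 23% in these data, passing the limit was not always enough; inconclusive = conflicting primary data, or primary hits not chosen for dose response; inactive = low primary inhibition, or under 50% at every dose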;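 note: plate controls were DMSO full reaction for no effect and no enzyme background for full effect; strong numbers were not always called active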
AID2073: disruptors of CaV2.2 binding to Mint1 – biochemical, HTRF (AID 2073); actives 0.19% (n = 290,000); inhibition, % at 20 µM, or IC50 in µM where a hit was titrated; HTRF protein-protein interaction, Mint1-CaV2.2; higher % means a stronger effect; in the data active = inhibition mostly above about 51%, no sharp cut-off; inconclusive = no clear call, values can overlap the other calls; inactive = mostly below about 53%; note: some results filed as inactive read as strong as hits
HEK293 NOD2/NF-kB: NOD2 signaling inhibitors, cell-based, luminescence, uHTS, HEK293 (AID 1566); HEK293 NOD2/NF-kB luciferase reporter, luminescence; higher % means a stronger effect; actives 0.63% (n = 290,000); inhibition, % at 4 µM, or EC50 in µM where a hit was titrated; note: many of its hits are not listed in these tables
M17LAP inhibition: P. falciparum M17LAP inhibitors, primary screen, biochemical, fluorogenic H-Leu-NHMec substrate, 1536-well (AID 1619); recombinant M17LAP, H-Leu-NHMec fluorogenic kinetic assay; higher % means a stronger effect; inhibition, % at 30 µM, or IC50 in µM where a hit was titrated; actives 0.38% (n = 220,000);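 active = compound inhibiting the enzyme by more than half at any dose during confirmatory dose-response retesting; inconclusive = strong single-dose inhibitors picked by rank but not retested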;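 note: plate controls were full reaction with DMSO carrier for no effect and no enzyme background for full effect; strong numbers were not always called active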
Siah-1 displacement: Siah-1 peptide-binding antagonists, primary screen, biochemical, fluorescence polarization, rhodamine-plectin, uHTS (AID 1817); Siah-1 / rhodamine-plectin peptide fluorescence polarization; higher % means a stronger effect; displacement, % at 20 µM; hits with a dose series show IC50 in µM; actives 0.02% (n = 290,000);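 active = displacement of at least 50% at 20 µM, with a fluorescence ratio check between 0.3 and a set limit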;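 note: plate controls were Siah plus tracer with DMSO for no effect and tracer alone without Siah for full effect; strong numbers were not always called active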
LYP inhibition: PTPN22 lymphoid phosphatase activity blockers – biochemical, fluorescence intensity, uHTS (AID 1779) | recombinant LYP phosphatase, fluorescence intensity; higher % means a stronger effect | one-dose inhibition, % at 11.5 µM; IC50 in µM for titrated hits | actives 0.054% (n = 290,000);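 note: plate controls were vehicle with enzyme for no effect and no enzyme for full effect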
ER stress rescue: rescue of cells from ER stress-induced death, primary screen, 384-well, CSM14.1, thapsigargin, ATP luminescence (AID 1222); CSM14.1 thapsigargin-induced death rescue, ATP luminescence; higher % means a stronger effect; cellular ATP content (survival), % at 20 µM; hits with a dose series show EC50 in µM; 190,000 tested, under 10 active;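 active = EC50 below 50 µM in the dose-response confirmation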;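 note: death triggered by thapsigargin at about 15 µM added after 2 h compound pretreatment; cell ATP read after overnight thapsigargin exposure of roughly 18 to 22 hours; normalized against plate controls of thapsigargin alone and 5% DMSO vehicle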
Lipid droplet cells 6.5 µM: second read-out of Lipid droplet, no call of its own (marks repeat the call); cell count; measured here: cell count, cytotoxicity flag;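 cells counted across two imaged fields per well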
Active calls of the source: *; ? = inconclusive; . = no result given. Cut-off read from the data, not from the text of the source, unless noted: active = inhibition above about 50%; inactive = the rest. Not all compounds are listed (hit frequency here may not be typical).

SMILES	XIAP antagonists	Lipid droplet	Lipid droplet cells 6.5 µM	M1AAP inhibition	AID2073	HEK293 NOD2/NF-kB	M17LAP inhibition	Siah-1 displacement	LYP inhibition	ER stress rescue
COc1ccc(CCNC(=O)CSc2ccc(-c3ccco3)nn2)cc1OC	-2.3%	3	723	7%	-10%	7%	3%	-4%	-5%	3.0%
Cc1ccc(-n2c(=O)[nH]c3cc(C(=O)NC4CCN(Cc5ccccc5)CC4)ccc3c2=O)cc1	-5.9%	.	.	-8%	4%	12%	-8%	2%	-7%	-0.9%
COC(=O)c1ccc(NS(=O)(=O)c2ccccc2)o1	-4.6%	22	728	8%	5%	15%	26%	17%	-6%	-0.1%
CC(C)C(=O)OC1CCS(=O)(=O)c2sccc21 (stereo not drawn)	-5.7%	-13	577	-3%	10%	22%	-2%	-5%	-4%	-1.4%
CCc1ccc2[nH]c(C(=O)Nc3ccc(Br)c(C)n3)cc2c1	.	-8	779	.	5%	-34%	.	0%	-5%	.
CCC(CO)NCC#Cc1ccccc1 (stereo not drawn)	-5.9%	0	712	7%	0%	5%	-5%	-3%	-6%	-0.1%
CC(O)c1cccc(NC(=O)C2CCCCC2)c1 (stereo not drawn)	-2.6%	-2	707	9%	2%	13%	3%	9%	-8%	0.5%
CCCCCCn1c(N(CC)CC)nc2c1c(=O)[nH]c(=O)n2C	-2.4%	.	.	4%	-4%	1%	12%	-2%	-9%	-1.9%
O=C1C2C3C=CC(C4CC34)C2C(=O)N1c1cccc2ccccc12 (stereo not drawn)	.	-8	818	.	7%	3%	.	-3%	0%	.
FC(F)(F)c1ccccc1NC(=S)N1CCN(c2ccccn2)CC1	-1.9%	4	664	-12%	-29%	17%	2%	7%	-4%	-0.1%
O=c1c2sccc2n(Cc2ccc(F)cc2)c(=O)n1-c1ccc(F)cc1	-2.1%	-4	594	-5%	4%	-3%	-18%	0%	6%	-2.6%
COC(=O)c1c(N2C(=O)[C@H]3[C@@H](C2=O)[C@]2(C(=O)Nc4c2ccc(C)c4C)N2CCC[C@@H]32)sc(C)c1C	14%	-6	620	0%	18%	9%	3%	4%	4%	0.1%
CCOC(=O)c1cccc(P(=O)(C(C)(C)C)C(C)(C)C)c1	-1.6%	-20	598	4%	15%	-3%	6%	3%	-2%	0.8%
O=C(CSc1ncnc2c1oc1ccccc12)N1CCc2ccccc2C1	-6.8%	.	.	.	-5%	23%	.	-5%	-4%	-0.2%
Cc1cc(Br)c2c(c1)/C(=C/C(=O)c1cccs1)C(=O)N2	-3.6%	1	670	7%	15%	5%	3%	1%	8%	1.9%
Cc1ccccc1NC(=O)C1Cc2ccccc2CN1C(=O)OCc1ccccc1 (stereo not drawn)	-5.3%	-19	642	3%	3%	-2%	-3%	7%	-5%	-1.1%
CC(=O)Nc1ccc(OC(=O)c2cc([N+](=O)[O-])ccc2Cl)cc1	-3.3%	.	.	4%	-6%	19%	5%	1%	-2%	1.4%
CCCCn1c(=O)[nH]c2nc3cc(NC(C)=O)ccc3nc2c1=O	.	-8	677	0%	27%	8%	7%	0%	-6%	.
COc1ccc(N(C(C)C(=O)N2CCC(Cc3ccccc3)CC2)S(C)(=O)=O)cc1 (stereo not drawn)	-3.1%	-15	651	3%	3%	33%	9%	2%	-1%	9.4%
CC(C)CCn1nc(C(=O)OC(C)C(=O)NC(N)=O)c2ccccc2c1=O (stereo not drawn)	-2.3%	.	.	8%	-8%	7%	4%	6%	-3%	6.6%
Cc1cccc(C(=O)NCC(=O)N2CCN(c3ccc(Cl)cc3)CC2)c1	.	9	825	.	?	25%	.	8%	-2%	.
CCc1cccc(OCC(=O)Nc2ccc(S(=O)(=O)Nc3ccccn3)cc2)c1	-3.7%	13	706	3%	?	-7%	-12%	4%	-3%	0.5%
Cc1ccc2c(c1)C(C)CC(C)(C)N2C(=O)CN1CCN(C)CC1 (stereo not drawn)	.	7	784	-6%	-3%	8%	10%	19%	-6%	.
C[C@H](NC(=O)OCc1ccccc1)c1nnc([C@H](C)NC(=O)OCc2ccccc2)o1	.	-10	684	1%	-7%	14%	-7%	2%	-4%	.
CC(C)CNS(=O)(=O)c1ccc(CCC(=O)O)cc1	-3.9%	1	784	11%	-5%	-10%	4%	1%	-8%	2.3%
Cc1cc(C(=O)Nc2sc3c(c2C#N)CCCCC3)cs1	-5.2%	2	753	6%	-14%	-125%	103%	-7%	-6%	-1.3%
O=C(NC1CCCC1)C(c1ccccn1)N(C(=O)c1csnn1)C1CCCC1 (stereo not drawn)	-1.1%	-31	734	10%	-15%	15%	2%	6%	-5%	-1.9%
CC(C)Cc1cc(C(C)(C)C)ccc1OC(=S)N(C)C	.	-4	778	.	8%	15%	.	3%	-11%	.
O=C(CS(=O)(=O)Cc1ccccc1)Nc1ccc(S(=O)(=O)N2CCCCCC2)cc1	-3.1%	.	.	2%	-2%	16%	-1%	2%	2%	-1.8%
CCn1c(CC(=O)Nc2ccccc2F)nnc1SCC(=O)NC1CCCCC1	.	12	829	.	1%	2%	.	0%	-10%	.
Cc1cc(NC(=O)c2cnccn2)no1	0.2%	.	.	9%	-6%	18%	-14%	0%	-10%	-0.3%
CCNC(=O)CN(c1ccc(Cl)cc1)S(=O)(=O)c1ccccc1	0.5%	-13	746	6%	-6%	-12%	-2%	-1%	-1%	1.5%
COc1ccc2ccccc2c1C(O)c1nccn1C (stereo not drawn)	-1.7%	.	.	5%	-17%	12%	-6%	6%	-6%	-1.0%
C=Cn1cc[n+](CC(=O)c2ccc(-c3ccccc3)cc2)c1	.	0	817	.	14%	11%	.	-3%	-3%	.
Cc1ccc(C(=O)C[n+]2ccc(Cc3ccccc3)cc2)cc1	-4.5%	-1	713	-2%	15%	29%	-2%	-1%	-6%	-0.3%
O=c1cc(CSc2ccc(S(=O)(=O)N3CCCCC3)cn2)nc2sccn12	-4.5%	-26	774	24%*	1%	16%	5%	-4%	-6%	2.6%
Cc1ccc(C)c(-n2c3nc(=O)[nH]c(=O)c-3cc3cc([N+](=O)[O-])ccc32)c1	-4.0%	?	.	5%	-15%	.	2%	1%	-5%	-2.5%
COc1cc2c(cc1OC)CN(CC(=O)Nc1ccccc1C#N)CC2	-2.7%	1	816	9%	6%	10%	1%	-1%	-8%	2.3%
Cc1ccc(S(=O)(=O)N2CC(=O)NC(=O)C2)cc1	.	0	729	.	6%	-25%	.	1%	-6%	.
N/N=C(\c1ccccc1)c1cc(Br)ccc1N	.	0	855	.	-8%	4%	.	1%	-2%	.
CCCCNC(=O)CN1C(=O)NC2(CCCc3ccccc32)C1=O (stereo not drawn)	-3.5%	.	.	-3%	-1%	-20%	-1%	-4%	-2%	2.9%
CC(C)c1cccc(C(C)C)c1OCCCCN1CCCC1	-5.3%	-4	751	0%	2%	14%	1%	0%	2%	-0.7%
COc1c(C)cc(C(=O)C2CCCN(C(=O)c3ccoc3)C2)cc1C (stereo not drawn)	-4.4%	8	737	-4%	-6%	6%	2%	3%	-8%	-0.7%
Cc1ccc(SCC(=O)NC(=O)c2ccc(S(=O)(=O)N(C)C)cc2)cc1C	0.0%	-2	616	7%	-1%	-13%	7%	-6%	-7%	-1.1%
Cc1c(CNCCc2ccc(Cl)cc2)c(C(=O)O)c(C)n1Cc1ccccc1	-3.4%	-17	708	7%	4%	6%	4%	2%	-4%	-0.5%
COc1ccc(C(=S)N2CCN(c3cccc(Cl)c3)CC2)c(OC)c1	-1.1%	-8	706	4%	14%	-31%	0%	0%	8%	-1.3%
NCCCC[C@H]1CNC(=S)N1CC1CCCCC1	2.6%	-2	737	6%	3%	-1%	-2%	0%	-3%	0.8%
CC(C)[C@@H]1N[C@]2(C(=O)Nc3ccccc32)[C@@H]2C(=O)N(c3cccc(C(F)(F)F)c3)C(=O)[C@@H]21	1.3%	.	.	-6%	-7%	4%	-2%	-1%	-6%	-1.2%
N#Cc1ccsc1NC(=O)CN1CCN(S(=O)(=O)c2ccc3ccccc3c2)CC1	-8.2%	2	657	-4%	7%	1%	-6%	1%	-5%	-1.7%
COC(=O)c1ccc(-c2nc(CN3CCN(Cc4cccc(C)c4)CC3)c(C)o2)cc1	.	6	826	.	16%	15%	.	4%	-4%	.
Cc1ccc(S(=O)(=O)c2ccccc2)cc1S	-8.1%	6	696	1%	0%	15%	1%	29%	-2%	-3.6%
Clc1ccc(-c2noc(CN3CCCC3)n2)cc1	3.5%	2	705	4%	14%	-48%	2%	12%	1%	.
Cn1c(=O)c2c(nc(SCCN3CCOCC3)n2Cc2ccccc2Cl)n(C)c1=O	1.6%	0	723	6%	4%	-2%	-3%	8%	-1%	-0.8%
Cc1ccc(NC(=O)CSC2=NCCN2)cc1	-6.4%	-5	687	0%	3%	10%	-6%	-6%	-9%	0.8%
CC1C[N+](=C2C=C(N3CCOCC3)CC(C)(C)C2)CC(C)O1 (stereo not drawn)	.	27	596	.	-9%	-7%	.	-5%	0%	.
O=C(CCCc1c[nH]c2ccccc12)N1CCOCC1	-2.8%	.	.	5%	1%	-6%	-12%	0%	-6%	-2.6%
FC(F)(F)c1cccc(-c2nc(-c3ccncc3)no2)c1	.	-6	762	.	-7%	-33%	.	7%	-6%	.
C[N+](C)(C)CCCCCCC(=O)/C=N/O	-1.6%	-13	651	5%	-1%	6%	-2%	-2%	1%	0.1%
O=S(=O)(Cc1ccccc1)NCC1CCCO1 (stereo not drawn)	-2.2%	.	.	4%	-5%	1%	-3%	1%	4%	-1.3%
CC1CCc2c(sc(NC(=O)C3c4ccccc4Oc4ccccc43)c2C(N)=O)C1 (stereo not drawn)	-1.6%	25	680	2%	3%	5%	8%	11%	-6%	0.4%
CCc1cccc(NS(=O)(=O)c2ccc3c(c2)oc(=O)n3C)c1	-4.2%	.	.	-2%	3%	21%	11%	0%	-5%	9.2%

Copied from the entries so far (3 entries):
SMILES	XIAP antagonists	Lipid droplet	Lipid droplet cells 6.5 µM	M1AAP inhibition	AID2073	HEK293 NOD2/NF-kB	M17LAP inhibition	Siah-1 displacement	LYP inhibition	ER stress rescue
O=S(=O)(Cc1ccccc1)NCC1CCCO1 (stereo not drawn)	-2.2%	.	.	4%	-5%	1%	-3%	1%	4%	-1.3%
CC1CCc2c(sc(NC(=O)C3c4ccccc4Oc4ccccc43)c2C(N)=O)C1 (stereo not drawn)	-1.6%	25	680	2%	3%	5%	8%	11%	-6%	0.4%
CCc1cccc(NS(=O)(=O)c2ccc3c(c2)oc(=O)n3C)c1	-4.2%	.	.	-2%	3%	21%	11%	0%	-5%	9.2%
